INS-1E rescue: rescue of cytokine-induced death in INS-1E beta cells; INS-1E cytokine-induced death, ATP luminescence, 48 h; normalised: neutral wells 0, positive control 100; protection from cytokine-induced ATP loss, % at 10 µM; 20,000 compounds, 0.1% hits; AID 488910;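 active = mean replicate protection from cytokine-induced ATP loss at least 50% and at least 75% of replicates each reaching 50%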
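Assay system: INS-1E rat cells / Quantity: 8000 cells per well / Medium: RPMI without phenol red, 5% FBS / Probe or stimulus: three-cytokine cocktail (IFN-γ, TNF-α, IL-1β) / Dosing: one compound concentration, pin transfer / Timing: 48 h co-treatment, 10 min post-lysis read / Technique: CellTiter-Glo luminescence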
T cruzi intra: inhibitors of intracellular Trypanosoma cruzi; intracellular Trypanosoma cruzi in host cells, plate reader; activity score (inhibition), % at 5.01 µM; 22,000 compounds, 4.9% hits; AID 651903; in the data active = activity score above about 55%;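 note: parasites and compound incubated about four days before reading; 0% = median of neutral control wells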
An asterisk follows results filed as active; . = no result given.

Each structure is followed by: INS-1E rescue, T cruzi intra
Cc1noc(C)c1S(=O)(=O)Nc1cccc2c1O[C@H](CN(C)Cc1ccc3c(c1)OCO3)[C@H](C)CN([C@@H](C)CO)C2=O
    0.8, -26.4
C[C@@H]1CN([C@@H](C)CO)C(=O)c2cccc(NC(=O)c3ccc(-c4nccs4)cc3)c2O[C@H]1CN(C)C(=O)NC1CCCCC1
    6.5, 5.3
Cc1noc(C)c1S(=O)(=O)Nc1ccc2c(c1)CC(=O)N([C@@H](C)CO)C[C@H](C)[C@H](CN(C)S(C)(=O)=O)O2
    1.5, -3.0
O=C(N/N=C/c1ccccn1)c1ccccn1
    0.9, -11.0
C[C@@H]1CN([C@H](C)CO)C(=O)Cc2cc(NC(=O)Nc3ccc(F)cc3)ccc2O[C@@H]1CN(C)C(=O)Nc1ccc(C(F)(F)F)cc1
    -9.0, 20.5
C[C@H](CO)N1C[C@H](C)[C@H](CN(C)C(=O)NC2CCCCC2)Oc2ccc(NS(=O)(=O)c3cn(C)cn3)cc2C1=O
    -2.4, -8.5
C[C@H]1CN([C@@H](C)CO)C(=O)c2cccc(NS(=O)(=O)c3ccc(F)cc3)c2O[C@H]1CN(C)Cc1ccncc1
    3.8, 2.5
Cc1noc(C)c1NC(=O)N(C)C[C@@H]1Oc2ccc(NC(=O)CCN3CCOCC3)cc2CC(=O)N([C@H](C)CO)C[C@H]1C
    5.0, -9.6
C[C@@H]1CN([C@@H](C)CO)C(=O)c2cccc(NC(=O)c3nc4ccccc4s3)c2O[C@@H]1CN(C)S(=O)(=O)c1ccc(Cl)cc1
    -58.2, 55.2
C[C@@H]1CCCCO[C@H](CN(C)C(=O)CCC(F)(F)F)[C@@H](C)CN([C@H](C)CO)C(=O)c2cc(NS(=O)(=O)c3cccs3)ccc2O1
    2.4, -11.4
C[C@@H]1CN([C@H](C)CO)C(=O)c2cc(NS(=O)(=O)c3ccc(F)cc3)ccc2O[C@@H]1CN(C)CC1CC1
    1.1, -20.2
Cc1ccc(S(=O)(=O)Nc2cccc3c2O[C@H](CN(C)CC2CC2)[C@@H](C)CN([C@@H](C)CO)C3=O)cc1
    8.7, -11.0
COc1ccc(NC(=O)N(C)C[C@H]2Oc3ccc(NC(=O)Nc4ccccc4)cc3C(=O)N([C@H](C)CO)C[C@H]2C)cc1
    13.9, -2.4
C[C@@H]1CN([C@@H](C)CO)C(=O)c2cccc(NC(=O)C3CCCCC3)c2O[C@H]1CN(C)C(=O)Nc1ccc2c(c1)OCO2
    8.4, -5.2
C[C@H]1CN([C@@H](C)CO)C(=O)c2cccc(NS(=O)(=O)c3ccc(F)cc3)c2O[C@H]1CN(C)Cc1ccccc1
    4.3, 5.1
COc1ccc(NC(=O)Nc2ccc3c(c2)C(=O)N([C@H](C)CO)C[C@@H](C)[C@@H](CN(C)S(=O)(=O)c2ccccc2)O3)cc1
    2.3, -0.7
Cc1ccccc1S(=O)(=O)N(C)C[C@@H]1OCc2cnnn2CCCC(=O)N([C@H](C)CO)C[C@H]1C
    ., -2.0
C[C@@H]1CN([C@@H](C)CO)C(=O)c2cc(NC(=O)Cc3ccccc3)ccc2O[C@H]1CN(C)C(=O)NC1CCCCC1
    -7.5, 15.0
Cc1ccc(S(=O)(=O)N(C)C[C@@H]2Oc3ccc(NS(=O)(=O)c4ccc(Cl)cc4)cc3C(=O)N([C@@H](C)CO)C[C@H]2C)cc1
    -7.3, 6.7
COC(=O)CCCCCCC(=O)N/N=C/c1ccc2c(c1)CCO2
    -3.4, -5.2
Cc1ccc(S(=O)(=O)N(C)C[C@H]2Oc3c(NC(=O)c4ccncc4)cccc3C(=O)N([C@@H](C)CO)C[C@@H]2C)cc1
    4.4, -8.3
C[C@@H]1CN([C@H](C)CO)C(=O)c2cccc(N(C)C)c2O[C@@H]1CN(C)Cc1ccc(Oc2ccccc2)cc1
    -17.8, -3.4
CNC[C@@H]1Oc2ccc(NC(=O)CCN3CCOCC3)cc2CC(=O)N([C@H](C)CO)C[C@H]1C
    3.7, -6.5
COc1ccc(S(=O)(=O)N(C)C[C@H]2Oc3ccc(NC(=O)Cn4cnnn4)cc3C(=O)N([C@H](C)CO)C[C@@H]2C)cc1
    ., 5.1
C[C@@H]1CN([C@H](C)CO)C(=O)c2cccc(NC(=O)c3ccncc3)c2O[C@@H]1CN(C)C(=O)NC1CCCCC1
    -1.5, 6.9
C[C@H](CO)N1C[C@H](C)[C@@H](CN(C)S(=O)(=O)c2ccccc2)Oc2ccc(NC(=O)CCCN(C)C)cc2C1=O
    9.0, -19.5
C[C@@H]1CN([C@@H](C)CO)C(=O)CCCn2nncc2CO[C@H]1CN(C)C(=O)Cc1ccccc1
    ., -4.9
C[C@@H]1CCCCO[C@@H](CN(C)C(=O)Nc2ccc3c(c2)OCO3)[C@@H](C)CN([C@H](C)CO)C(=O)c2cc(NS(=O)(=O)c3cn(C)cn3)ccc2O1
    2.0, -7.9
COc1ccc(NC(=O)Nc2ccc3c(c2)CC(=O)N([C@H](C)CO)C[C@H](C)[C@H](CN(C)CC2CCCCC2)O3)cc1
    -5.1, -9.1
COc1ccc(S(=O)(=O)N(C)C[C@@H]2OCCCC[C@@H](C)Oc3ccc(NC(=O)Nc4ccccc4)cc3C(=O)N([C@H](C)CO)C[C@@H]2C)cc1
    4.6, -3.4
C[C@H]1CN([C@@H](C)CO)C(=O)c2cccc(NC(=O)c3cnccn3)c2O[C@@H]1CN(C)S(C)(=O)=O
    9.7, -8.2
COc1ccc(S(=O)(=O)N(C)C[C@H]2Oc3ccc(NC(=O)Nc4ccccc4)cc3C(=O)N([C@H](C)CO)C[C@H]2C)cc1
    -4.3, 5.6
C[C@@H]1CN([C@@H](C)CO)C(=O)CCCn2cc(nn2)CO[C@@H]1CN(C)C(=O)OCc1ccccc1
    ., -3.6
C[C@@H]1CCCCO[C@H](CN(C)Cc2ccc3c(c2)OCO3)[C@@H](C)CN([C@H](C)CO)C(=O)c2cc(NC(=O)CCC(F)(F)F)ccc2O1
    -12.4, -12.6
COc1ccc(S(=O)(=O)Nc2cccc3c2O[C@H](CN(C)C)[C@H](C)CN([C@H](C)CO)C3=O)cc1
    7.6, -10.6
C[C@@H]1CCCCO[C@@H](CN(C)C(=O)CCCN(C)C)[C@@H](C)CN([C@H](C)CO)C(=O)c2cc(NS(C)(=O)=O)ccc2O1
    -8.0, .
C[C@@H]1CN([C@@H](C)CO)C(=O)c2cc(NC(=O)Cn3cnnn3)ccc2O[C@H]1CN(C)C
    4.0, 1.3
COc1ccc(NC(=O)N(C)C[C@H]2OCCCC[C@@H](C)Oc3ccc(NC(=O)Nc4c(C)noc4C)cc3C(=O)N([C@H](C)CO)C[C@@H]2C)cc1
    1.8, -4.2
Cc1ccc(S(=O)(=O)N(C)C[C@@H]2Oc3c(NC(=O)Nc4ccc5c(c4)OCO5)cccc3C(=O)N([C@H](C)CO)C[C@@H]2C)cc1
    0.9, 8.3
CC(C)NC(=O)Nc1ccc2c(c1)CC(=O)N([C@@H](C)CO)C[C@H](C)[C@@H](CN(C)S(=O)(=O)c1cccs1)O2
    1.4, -34.9

An excerpt from above in order of formula weight, largest number first.
Each structure is followed by: INS-1E rescue, T cruzi intra
COc1ccc(NC(=O)N(C)C[C@H]2OCCCC[C@@H](C)Oc3ccc(NC(=O)Nc4c(C)noc4C)cc3C(=O)N([C@H](C)CO)C[C@@H]2C)cc1
    1.8, -4.2
Cc1ccc(S(=O)(=O)N(C)C[C@@H]2Oc3c(NC(=O)Nc4ccc5c(c4)OCO5)cccc3C(=O)N([C@H](C)CO)C[C@@H]2C)cc1
    0.9, 8.3
C[C@H]1CN([C@@H](C)CO)C(=O)c2cccc(NC(=O)c3cnccn3)c2O[C@@H]1CN(C)S(C)(=O)=O
    9.7, -8.2

(listing goes on)
Each structure is followed by: INS-1E rescue, T cruzi intra
C[C@@H]1CN([C@H](C)CO)C(=O)c2cccc(NS(=O)(=O)c3cn(C)cn3)c2O[C@H]1CN(C)C(=O)Nc1ccccc1
    15.5, -19.9
Cc1noc(C)c1NC(=O)N(C)C[C@H]1Oc2c(NS(=O)(=O)c3cn(C)cn3)cccc2C(=O)N([C@@H](C)CO)C[C@@H]1C
    5.3, -15.5
C[C@H](CO)N1C[C@H](C)[C@@H](CN(C)C)Oc2c(NC(=O)c3ccncc3)cccc2C1=O
    7.2, 2.2
C[C@@H]1CN([C@@H](C)CO)C(=O)c2cccc(NS(=O)(=O)c3cccs3)c2O[C@H]1CN(C)Cc1ccc(-c2ccccc2)cc1
    4.2, -30.6
C[C@H]1CN([C@@H](C)CO)C(=O)c2cc(N(C)C)ccc2O[C@H]1CN(C)C
    5.8, 0.8
COc1ccc(S(=O)(=O)N(C)C[C@H]2Oc3c(NC(=O)Nc4ccccc4)cccc3C(=O)N([C@H](C)CO)C[C@H]2C)cc1
    -19.1, 0.3
Cc1noc(C)c1NC(=O)N(C)C[C@H]1Oc2ccc(NC(=O)Nc3ccccc3)cc2C(=O)N([C@H](C)CO)C[C@H]1C
    6.8, -16.5
CC(C)NC(=O)N(C)C[C@@H]1Oc2ccc(NC(=O)CCCN(C)C)cc2C(=O)N([C@@H](C)CO)C[C@H]1C
    2.1, -13.1
C[C@@H]1CN([C@@H](C)CO)C(=O)Cc2cc(NS(=O)(=O)c3ccc(Cl)cc3)ccc2O[C@@H]1CN(C)C
    12.5, -4.6
CC(C)NC(=O)N(C)C[C@H]1Oc2c(NS(=O)(=O)c3ccc(Cl)cc3)cccc2C(=O)N([C@H](C)CO)C[C@@H]1C
    17.5, -0.7
C[C@@H]1CN([C@H](C)CO)C(=O)c2cccc(NS(=O)(=O)c3cn(C)cn3)c2O[C@@H]1CN(C)Cc1ccc(Cl)c(Cl)c1
    4.7, 0.6
Cc1noc(C)c1NC(=O)Nc1ccc2c(c1)C(=O)N([C@H](C)CO)C[C@H](C)[C@@H](CN(C)Cc1ccccc1)O2
    ., 5.5
C[C@@H]1CN([C@H](C)CO)C(=O)c2cccc(NC(=O)Nc3ccc4c(c3)OCO4)c2O[C@@H]1CN(C)Cc1ccc(Cl)c(Cl)c1
    -20.6, -0.6
CNC[C@H]1Oc2ccc(NC(=O)Cn3cnnn3)cc2C(=O)N([C@@H](C)CO)C[C@@H]1C
    4.3, -21.2
Cc1cc(C(=O)Nc2cccc3c2O[C@H](CN(C)Cc2ccc(Oc4ccccc4)cc2)[C@@H](C)CN([C@H](C)CO)C3=O)n(C)n1
    -35.6, 49.8
COc1ccc(S(=O)(=O)N(C)C[C@@H]2Oc3ncc(-c4cccc(OC)c4)cc3C(=O)N([C@H](C)CO)C[C@@H]2C)cc1
    ., 41.9
C[C@@H]1CN([C@H](C)CO)C(=O)c2cc(NS(=O)(=O)c3ccccc3)ccc2O[C@@H]1CN(C)Cc1ccc(Oc2ccccc2)cc1
    -19.1, 31.4
C[C@@H]1CCCCO[C@@H](CN(C)C(=O)Nc2ccc(C(F)(F)F)cc2)[C@@H](C)CN([C@H](C)CO)C(=O)c2cc(NS(C)(=O)=O)ccc2O1
    5.4, 0.0
C[C@@H]1CN([C@@H](C)CO)C(=O)c2cc(NC(=O)CCN3CCOCC3)ccc2O[C@H]1CN(C)Cc1ccc(Cl)c(Cl)c1
    1.8, 17.1
COc1ccc(CN(C)C[C@H]2Oc3ccc(NC(=O)Nc4ccccc4)cc3CC(=O)N([C@H](C)CO)C[C@H]2C)cc1
    -0.8, -16.3
C[C@@H]1CN([C@@H](C)CO)C(=O)c2cccc(NS(=O)(=O)c3ccccc3)c2O[C@@H]1CN(C)Cc1ccc(Cl)c(Cl)c1
    -22.0, 16.4
COc1ccc(CN(C)C[C@H]2Oc3c(NS(=O)(=O)c4ccc(F)cc4)cccc3C(=O)N([C@@H](C)CO)C[C@@H]2C)cc1
    6.5, -17.0
C[C@H](CO)N1C[C@H](C)[C@@H](CN(C)S(=O)(=O)c2cn(C)cn2)Oc2ccc(NC(=O)CCCCCC(=O)Nc3ccccc3N)cc2C1=O
    12.0, -28.8
Cc1noc(C)c1S(=O)(=O)N(C)C[C@H]1Oc2ccc(NC(=O)Cn3cnnn3)cc2CC(=O)N([C@@H](C)CO)C[C@H]1C
    4.6, .
Cc1ccc(S(=O)(=O)Nc2cccc3c2O[C@@H](CN(C)Cc2ccccc2)[C@H](C)CN([C@@H](C)CO)C3=O)cc1
    5.3, -8.0
O=C(NO)c1cccc(C(=O)N/N=C/c2ccc(O)cc2)c1
    3.8, -18.1
C[C@@H]1CN([C@H](C)CO)C(=O)c2cc(NC(=O)C3CCCCC3)ccc2O[C@H]1CN(C)C
    15.6, -23.1
C[C@@H]1CN([C@@H](C)CO)C(=O)c2cc(NS(=O)(=O)c3cn(C)cn3)ccc2O[C@@H]1CN(C)CC1CC1
    5.7, -25.7
C[C@H](CO)N1C[C@H](C)[C@H](CN(C)C(=O)Nc2ccc3c(c2)OCO3)Oc2c(NC(=O)Nc3ccc4c(c3)OCO4)cccc2C1=O
    -5.5, -6.6
C[C@H](CO)N1C[C@H](C)[C@H](CN(C)Cc2cccc(C(F)(F)F)c2)OCc2cn(nn2)CCCC1=O
    ., -2.8
Cc1ccc(S(=O)(=O)N(C)C[C@@H]2Oc3ccc(NC(=O)Nc4ccc(F)cc4)cc3C(=O)N([C@H](C)CO)C[C@H]2C)cc1
    2.6, 14.9
C[C@@H]1CN([C@H](C)CO)C(=O)c2cccc(NS(=O)(=O)c3ccccc3)c2O[C@H]1CN(C)C(=O)Nc1ccc(F)cc1
    3.7, -22.2
C[C@H]1CN([C@@H](C)CO)C(=O)Cc2cc(NC(=O)Nc3cccc4ccccc34)ccc2O[C@@H]1CN(C)S(C)(=O)=O
    6.3, -12.5
